# Source: PubChem BioAssay
# PI5P4K alpha inh: blocks human PI5P4K alpha kinase activity | P48426 | PI5P4Kalpha enzyme, ADP-Glo luminescence, 60 min; active compounds read low | max response, % | hit rate 1.2% among 330,000; active = max response of -50% or lower; inconclusive = between -30% and -50%; inactive = -30% or higher; note: value at the top dose of about 77 µM; % is set by controls: 0 for no effect and ±100 for the full control effect
#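 Compounds were pin-transferred onto PI5P4Kalpha and substrate in HEPES pH 7.4 buffer with EGTA, CHAPS and 5% DMSO. ATP (5 microM final) started the reaction, which ran 60 minutes at room temperature before ADP-Glo detection.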
# EPAC1 ag: EPAC1 (human) agonism. hit rate 0.073% among 360,000. EPAC1 agonist qHTS, biochemical assay; response scale: 100% = response to 6.5 mM cAMP. O95398. AID 720707. Potency, µM (highest dose often 154 µM), for inactives: top-dose activation, actives largely listed as activators; note: potency is the fitted concentration of half-maximal effect; nearly all actives have a fitted effect of over 60% in size
#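 Compounds were pinned as a concentration titration into mixtures of EPAC1 (100 nM), BODIPY-GDP-loaded Rap1B (250 nM) and GDP (50 uM). After 5 min at room temperature, fluorescence was followed for 30 min; activity was scaled to 6.5 mM cAMP.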
# FUS suppressor: FUS proteinopathy suppression in yeast | hit rate 0.24% among 390,000 | AID 1347120 | S. cerevisiae FUS-expressing, growth rescue, OD600, 24 h | Potency, µM (highest dose often 76.6 µM), for inactives: top-dose growth rescue (activation), actives largely listed as activators;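 note: potency is the fitted concentration of half-maximal effect; plate controls were DMSO vehicle for no effect and reference control for full effect; nearly all actives have a fitted effect of over 55% in size; some results filed as inactive show a strong effect at the top dose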
#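 Restored growth of FUS-toxic S. cerevisiae, read as 600 nm absorbance after 24 h at 30C in galactose medium (starting OD 0.005). Controls CP55940 and DMSO.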
# IL2 activator: IL-2 activation; IL-2 activation reporter assay, cell-based qHTS; stimulated with anti-CD3/CD4/CD28 beads; in transgenic mouse T cells; activation, % (series mostly up to about 46 µM); hit rate 0.065% among 360,000; in the data active = activation above about 50%; inconclusive = mostly about 30% to 49%; note: 0% is about no effect
#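 Unstimulated transgenic mouse T cells; 60-min compound exposure; bead-based TCR/CD4/CD28 stimulation; 18 h culture, 37 degrees C; dual fluorescence (EGFP, DsRed) plate cytometry.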
# EPAC1 antagonist: antagonists of human EPAC1; O95398; EPAC1 GEF assay, Rap1b-BODIPY-GDP exchange fluorescence; Potency, µM (titrated, usually from 115 µM), for inactives: at the top dose activity change, negative = inhibition, hits mostly inhibitors; hit rate 0.14% among 360,000; AID 720709;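 note: potency is the fitted concentration of half-maximal effect; plate controls were vehicle for no effect and positive control for full effect; nearly all actives have a fitted effect of over 50% in size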
# WRN helicase inh: blocks human WRN helicase; WRN helicase unwinding, fluorescent forked duplex, kinetic; hit rate 0.46% among 360,000; Potency, µM (series often up to 114 µM), without a hit: top-dose activity change, negative = inhibition, most hits filed as inhibitors; AID 651768; note: potency is the fitted concentration of half-maximal effect; % is set by controls: 0 for no effect and ±100 for the full control effect; nearly all actives have a fitted effect of over 55% in size
# Target sequence (Q14191 whole entry, looked up): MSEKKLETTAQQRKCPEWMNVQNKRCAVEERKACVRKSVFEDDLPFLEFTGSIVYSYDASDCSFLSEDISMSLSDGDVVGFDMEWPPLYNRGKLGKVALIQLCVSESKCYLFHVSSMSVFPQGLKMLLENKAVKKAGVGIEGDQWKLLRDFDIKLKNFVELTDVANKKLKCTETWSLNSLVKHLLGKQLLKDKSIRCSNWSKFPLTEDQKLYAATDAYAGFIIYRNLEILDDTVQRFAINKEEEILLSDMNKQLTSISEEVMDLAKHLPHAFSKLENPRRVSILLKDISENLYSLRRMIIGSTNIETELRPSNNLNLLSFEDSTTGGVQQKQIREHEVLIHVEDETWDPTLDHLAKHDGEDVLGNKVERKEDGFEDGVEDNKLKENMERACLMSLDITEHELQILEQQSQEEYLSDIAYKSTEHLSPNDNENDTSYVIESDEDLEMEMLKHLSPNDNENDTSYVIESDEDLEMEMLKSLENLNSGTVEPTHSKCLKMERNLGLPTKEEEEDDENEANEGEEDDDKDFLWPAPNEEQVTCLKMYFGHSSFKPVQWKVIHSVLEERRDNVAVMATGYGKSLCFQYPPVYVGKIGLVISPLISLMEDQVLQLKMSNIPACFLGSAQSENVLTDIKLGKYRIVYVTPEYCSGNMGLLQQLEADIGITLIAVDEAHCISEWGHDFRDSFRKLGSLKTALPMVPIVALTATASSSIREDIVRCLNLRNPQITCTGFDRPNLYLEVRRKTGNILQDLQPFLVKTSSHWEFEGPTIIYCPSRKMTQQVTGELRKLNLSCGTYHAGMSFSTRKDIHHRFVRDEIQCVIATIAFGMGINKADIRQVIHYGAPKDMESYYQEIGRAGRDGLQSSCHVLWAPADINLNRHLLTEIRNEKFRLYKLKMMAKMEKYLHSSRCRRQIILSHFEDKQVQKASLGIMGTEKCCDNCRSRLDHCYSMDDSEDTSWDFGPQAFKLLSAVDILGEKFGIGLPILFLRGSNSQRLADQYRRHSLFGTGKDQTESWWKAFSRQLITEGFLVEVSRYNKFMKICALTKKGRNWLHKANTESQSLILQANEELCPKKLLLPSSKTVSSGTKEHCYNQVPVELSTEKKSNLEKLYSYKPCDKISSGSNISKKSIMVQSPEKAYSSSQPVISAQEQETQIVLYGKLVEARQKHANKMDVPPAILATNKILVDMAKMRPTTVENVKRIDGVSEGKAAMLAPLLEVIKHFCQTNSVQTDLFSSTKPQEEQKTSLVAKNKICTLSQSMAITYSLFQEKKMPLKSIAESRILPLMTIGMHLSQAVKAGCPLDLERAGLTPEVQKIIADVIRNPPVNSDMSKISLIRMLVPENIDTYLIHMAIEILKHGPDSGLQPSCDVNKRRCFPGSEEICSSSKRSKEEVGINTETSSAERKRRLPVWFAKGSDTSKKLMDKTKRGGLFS
#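 Kinetic fluorescence helicase assay: unwinding of a quenched forked DNA duplex (100 nM final) with 2 mM ATP final raises red fluorescence (525/598 nm). Compounds sat 15 min at room temperature with 20 nM WRN beforehand.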
# PLK1 PBD block: PLK1 (human) polo-box domain binding inhibition; P53350; Plk1 PBD binding of FITC phosphopeptide, fluorescence polarization; Potency, µM, for the others: max response, negative = inhibition, hits mostly inhibitors; hit rate 2.8% among 360,000; note: potency is the fitted concentration of half-maximal effect; series mostly up to about 57 µM; % is set by controls: 0 for no effect and ±100 for the full control effect; nearly all actives have a fitted effect of over 65% in size
# Abeta rescue: A-beta toxicity reversal in yeast; yeast expressing A-beta42, growth rescue, OD600, 48 h; response scale: 0% DMSO, 100% iron-clioquinol control; Potency, µM (titrated, usually from 46.1 µM), without a hit: top-dose growth rescue, usual class: activators; hit rate 0.063% among 410,000; AID 1347071; note: potency is the fitted concentration of half-maximal effect; nearly all actives have a fitted effect of over 55% in size
#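 Yeast growth medium received pinned compounds, then yeast cells expressing toxic A-beta were added; plates incubated at 30 C for 48 hr. Growth read as absorbance at 600 nm, normalized to DMSO and equimolar FeCl3 plus clioquinol controls.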
# Active calls of the source: *; ? = inconclusive; . = no result given; [ ] = remark or other dose. Unless noted, calls come from the whole dose curve; as a rule, active = well fitted curve in the direction sought with a large enough effect; inconclusive = small, poorly fitted or top-dose-only effect, or another doubt; inactive = no such curve, though single readings can be large; an effect the other way counts as inactive or inconclusive.
SMILES,PI5P4K alpha inh,EPAC1 ag,FUS suppressor,IL2 activator,EPAC1 antagonist,WRN helicase inh,PLK1 PBD block,Abeta rescue
C=CCn1c(O)c(/C=C2/C=c3ccccc3=N2)c(=O)[nH]c1=S,-20,3%,?,-3.6,-14%,-14%,?,-8%
CN1C2C=C(N(C(=O)c3ccc(Cl)cc3)c3ccccc3)CC1CC2 (configuration not stated),5,5%,5%,0.0,-12%,8%,-10%,14%
Cc1ccnc(NS(=O)(=O)c2ccc(N=Cc3c(O)n(C)c(=O)n(C)c3=O)cc2)n1,-6,16%,33%,0.0,-8%,-6%,-1%,0%
CC(=O)n1cc(C=C2C(=O)NC(=O)NC2=O)c2ccccc21,?,6%,6%,-4.9,-26%,0%,4.2µM*,1%
Cc1cccc(-n2c(-c3ccc([N+](=O)[O-])cc3)nc3ccccc3c2=O)c1,-11,4%,9%,-3.1,-17%,-6%,-10%,-16%
C[C@]12CC[C@@H]3c4cc(O)c(O)cc4CC[C@H]3[C@@H]1CC[C@@H]2O,-62*,-18%,-18%,-0.1,-7%,-6%,21µM*,-22%
CCCCN1C(=O)NC(=O)/C(=C/c2cnc(SC)nc2)C1=O,-85*,7%,7%,0.8,3%,40µM*,8.4µM*,-11%
O=C1NCN(c2ccccc2)C12CCN(C(c1ccccc1OC(F)(F)F)c1nnnn1C1CCCCC1)CC2 (configuration not stated),-2,7%,-1%,-0.8,-14%,1%,-3%,-10%
CCc1ccc(N2C(=O)NC(=O)C(CCc3ccncc3)(CCc3ccncc3)C2=O)cc1,2,7%,-3%,-0.5,-4%,-7%,-6%,1%
Cc1cc2ccccc2c(=O)n1CC(=O)NCC(=O)N1CCC2(CC1)OCCO2,0,-2%,3%,1.9,-2%,3%,0%,0%
Cc1[nH]c2ccccc2c1CCNCc1ccco1,0,16%,-7%,0.4,-1%,-2%,-4%,.
C=CCN1C(=O)C2(C(C(=O)OCC)=C(N)Oc3ccccc32)C2=C1CCCC2=O (configuration not stated),.,0%,20%,-0.1,-14%,10%,-3%,14%
COc1cccc2c1cc([N+](=O)[O-])c1c(C(=O)O)cc3c(c12)OCO3,2,-11%,0%,0.5,-21%,-1%,-16%,0%
Cn1c(O)c(/C=C2\C=Nc3ccccc32)c(=O)n(C)c1=O,-6,-10%,14%,-0.1,7%,-1%,-13%,-15%
COc1ccc(-n2c(C)nc3ccccc3c2=O)c([N+](=O)[O-])c1,0,2%,5%,0.4,5%,-24%,-8%,11%
Cc1cc(/C=C2/C(=O)NC(=O)N(Cc3ccco3)C2=O)c(C)n1-c1ccc(C(=O)O)cc1,?,-8%,38%,1.1,10%,-27%,?,0%
CCC(=NCC1CCCO1)c1c(O)[nH]c(=O)[nH]c1=O (configuration not stated),3,2%,14%,0.3,1%,2%,-4%,-1%
CC1=NNC(=O)C1Br (configuration not stated),-14,5%,.,-0.6,3%,28µM*,9.5µM*,-6%
O=C(Nc1ccccc1OC(=O)N1CCOCC1)N1CCOCC1,-1,1%,8%,-1.2,2%,4%[57.1 µM],-12%,-13%
CN1C(=O)C(=Cc2ccccc2OCc2ccc(Cl)cc2)C(=O)N(C)C1=O,-12,12%,32%,3.1,4%,-24%[57.1 µM],11µM*,1%
CCOC(=O)CC1c2ccccc2-n2nncc2CN1Cc1ccc(OC)cc1 (configuration not stated),-4,7%,-5%,-0.3,-10%,-6%,3%,-14%
O=C1CN=C(c2ccc(Br)cc2)c2c(sc3c2CCCC3)N1CCN1CCCCC1,-3,13%,6%,-0.8,-14%,-5%,2%,-18%
O=[N+]([O-])NC1=NCN(Cc2ccco2)CN1Cc1ccco1,-12,-9%,.,-0.3,-16%,-21%,27µM*,-4%
CCN1C(=O)C(=Cc2c(C)n(CC(=O)NCC3CCCO3)c3ccccc23)C(=O)N(CC)C1=S (configuration not stated),?,-7%,20%,-1.8,1%,-33%,1.1µM*,11%
COCc1cc(OC(=O)N(C)C)nc(-c2ccccc2)n1,4,-2%,?,-1.8,-13%,-4%,2%,3%
C=CCOC(=O)C1=C(C)OC(N)=C(C#N)[C@@]12C(=O)N(CC(N)=O)c1ccccc12,-6,-7%,13%,-1.7,1%,9%,-2%,-7%
S=C1CN=C(c2ccccc2)c2cc(Cl)ccc2N1,0,11%,38%,-0.7,-6%,-2%,-3%,20%
NCCc1c[nH]c2ccc(O)cc12,2,-2%,-27%,0.9,-4%,0%,-11%,-12%
CCOP(=O)(OCC)C(NC(=O)c1cccc(C)c1)C(Cl)(Cl)Cl (configuration not stated),1,-2%,-4%,0.4,-17%,-7%,-5%,15%
O=C1C2CCCN2C(c2ccc(Cl)cc2)N1c1ccccn1 (configuration not stated),-5,7%,5%,-0.9,-3%,2%,-11%,-5%
Cc1cccc(-n2c(O)c(C=NCc3cccnc3)c(=O)[nH]c2=O)c1C,1,2%,7%,0.2,3%,-6%,-1%,-20%
C[C@@H]1COc2cccc(N3CCN(C)CC3)c2S(=O)(=O)N1,0,.,-21%,0.0,-1%,3%,4%,-13%
O=C(O)CC1OCC=C2CN3CCC45C6=CC(=O)C(=O)C([N+](=O)[O-])=C6NC4C1C2CC35 (configuration not stated),1,11%,2%,-0.5,?,-30%,?,-24%
COC1=CC2C3Cc4ccc(OC)c(O)c4C2(CCN3C)CC1=O (configuration not stated),-2,14%,-8%,0.6,-14%,-5%,-5%,12%
O=C1NCN(c2ccccc2)C12CCN(C(c1nnnn1C1CCCC1)C1CC1)CC2 (configuration not stated),3,2%,-18%,-0.3,-7%,-5%,-5%,-18%
CCCC[N+]12CCC(CC1)C(C(=O)c1cccs1)C2 (configuration not stated),-1,0%,-15%,1.3,-6%,-4%,-14%,7%
C1CNC2NCCNC2N1 (configuration not stated),2,7%,19%,1.8,-11%,-33%,-14%,-9%
O=C(COC(=O)Cc1ccccc1)Nc1cc(S(=O)(=O)N2CCCCC2)ccc1Cl,-10,8%,13%,-1.3,9%,-10%,-1%,?
N#CC1=C(N)Oc2c(c(=O)oc3ccccc23)C1c1ccc(OC(=O)N2CCOCC2)cc1 (configuration not stated),3,-5%,6%,6.1,-16%,-2%,-6%,-7%
Cc1ccc(-c2nc3ccccc3c(=O)n2-c2ccc(O)cc2)cc1,-2,4%,-7%,-3.5,3%,0%,4%,-3%
COc1ccc(CCn2c(O)c(C=NCCN3CCCCC3)c(=O)[nH]c2=O)cc1OC,-11,-1%,7%,-2.4,-11%,6%,-2%,8%
CCC(=NCCN1CCCCC1)c1c(O)n(C)c(=O)n(C)c1=O,-6,-3%,13%,-0.7,15%,-4%,-7%,-14%
O=C1NC(=S)N(C2CC2)C(=O)/C1=C/c1ccc2c(c1)CCN2CCCCl,-74*,-3%,18%,-0.6,-23%,3µM*,1.5µM*,-9%
CCOC1=C(N2CC2)C(=O)C(OCC)=C(N2CC2)C1=O,1,0%,9%,-0.4,1%,-10%,-6%,10%
O=[N+]([O-])c1ccc(N2CCNCC2)cc1Sc1ccccn1,9,-6%,13%,-2.8,-2%,-11%,-1%,-5%
CC(C)c1ccc(N2C(=O)NC(=O)/C(=C/c3cnc(-c4ccccc4)nc3)C2=O)cc1,-54*,3%,.,14,-18%,50µM*,12µM*,-2%
O=C(NC(Oc1ccccc1)C(Cl)(Cl)Cl)c1ccccc1 (configuration not stated),0,-3%,-3%,-2.0,16%,4%,-15%,21%
O=C(COc1ccccc1)N1CCN(CC(O)COc2ccccc2)CC1 (configuration not stated),3,0%,6%,0.0,0%,2%,-8%,8%
N/C(=N\N=C\c1ccc(O)cc1O)N[N+](=O)[O-],?,-2%,29%,-1.1,-3%,-28%,-5%,7%
CCC(=NCCO)c1c(O)n(-c2ccccc2)c(=O)[nH]c1=O,-2,-1%,-9%,-0.8,0%,4%,-6%,-6%
O=C1C2CCCN2C(c2ccncc2)N1c1ccc(Cl)c(Cl)c1 (configuration not stated),.,10%,30%,-0.8,-1%,1%,-12%,1%
CCCCOc1ccc(CN2CCN(CC)CC2)cc1,12,-6%,-9%,-0.5,-3%,5%,2%,-8%
O=C(NCc1ccccn1)c1ccccc1Cl,.,-8%,2%,-1.8,12%,1%,-2%,15%
CCn1c(NN=O)nc2ccccc21,-4,5%,41%,-2.3,1%,-4%,-3%,-12%
O=C(CN1CC=C(c2ccccc2)CC1)Nc1cc(Cl)ccc1Cl,11,-4%,.,0.0,0%,4%,-2%,30%
O=C1NC(=O)C(Nc2ccccc2)C(=O)N1,9,-1%,7%,0.6,-29%,5%[11.6 µM],-25%,-10%

# Ten compounds from above, arranged by molecular weight, ascending.
SMILES,PI5P4K alpha inh,EPAC1 ag,FUS suppressor,IL2 activator,EPAC1 antagonist,WRN helicase inh,PLK1 PBD block,Abeta rescue
CCn1c(NN=O)nc2ccccc21,-4,5%,41%,-2.3,1%,-4%,-3%,-12%
O=C1NC(=O)C(Nc2ccccc2)C(=O)N1,9,-1%,7%,0.6,-29%,5%[11.6 µM],-25%,-10%
N/C(=N\N=C\c1ccc(O)cc1O)N[N+](=O)[O-],?,-2%,29%,-1.1,-3%,-28%,-5%,7%
O=C(NCc1ccccn1)c1ccccc1Cl,.,-8%,2%,-1.8,12%,1%,-2%,15%
CCOC1=C(N2CC2)C(=O)C(OCC)=C(N2CC2)C1=O,1,0%,9%,-0.4,1%,-10%,-6%,10%
CCC(=NCCO)c1c(O)n(-c2ccccc2)c(=O)[nH]c1=O,-2,-1%,-9%,-0.8,0%,4%,-6%,-6%
O=C(NC(Oc1ccccc1)C(Cl)(Cl)Cl)c1ccccc1 (configuration not stated),0,-3%,-3%,-2.0,16%,4%,-15%,21%
O=C(CN1CC=C(c2ccccc2)CC1)Nc1cc(Cl)ccc1Cl,11,-4%,.,0.0,0%,4%,-2%,30%
O=C(COc1ccccc1)N1CCN(CC(O)COc2ccccc2)CC1 (configuration not stated),3,0%,6%,0.0,0%,2%,-8%,8%
CC(C)c1ccc(N2C(=O)NC(=O)/C(=C/c3cnc(-c4ccccc4)nc3)C2=O)cc1,-54*,3%,.,14,-18%,50µM*,12µM*,-2%

# An excerpt; the hit share may differ from the screen's.
